Compound activity as filed in PubChem.
mIAP act: increases mouse intestinal alkaline phosphatase activity; muIAP, CDP-Star luminescence, 30 min; active compounds read high; 1 = vehicle-only enzyme signal, 0 = enzyme-free wells; activation factor at 10 µM; 0.24% of 330,000 active;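 active = activation factor of at least 2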; also: the source names both 10 and 20 µM as test concentration; values of inactives mirror those of a sister screen read the other way
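Assay system: mouse IAP enzyme; Reagent: CDP-Star chemiluminescent phosphatase substrate; Compound: DMSO-dissolved test compounds; Incubation: 30 min, room temperature; Technique: luminescence from enzymatic CDP-Star hydrolysis; Controls: DMSO-only wells and no-enzyme negative control.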
ATG4B inh: inhibitors of human ATG4B cysteine protease; Q9Y4P1; ATG4B cleavage of LC3-PLA2, NBD-HPC fluorescence, 1 h; inhibition, % at 8.33 µM; 0.51% of 340,000 active; in the data active = inhibition above about 40%
Target sequence (Q9Y4P1 whole entry, looked up): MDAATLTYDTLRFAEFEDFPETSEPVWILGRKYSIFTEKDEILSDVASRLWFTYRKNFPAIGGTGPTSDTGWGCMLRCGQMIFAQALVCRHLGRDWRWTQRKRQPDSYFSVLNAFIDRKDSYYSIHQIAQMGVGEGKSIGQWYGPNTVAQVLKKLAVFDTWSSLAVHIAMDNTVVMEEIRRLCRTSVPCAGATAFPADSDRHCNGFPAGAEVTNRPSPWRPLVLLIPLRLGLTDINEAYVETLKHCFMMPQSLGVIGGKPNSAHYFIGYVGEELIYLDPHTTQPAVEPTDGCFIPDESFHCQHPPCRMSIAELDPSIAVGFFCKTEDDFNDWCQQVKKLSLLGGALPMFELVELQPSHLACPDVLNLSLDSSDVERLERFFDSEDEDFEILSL
mIAP block: mouse IAP inhibition. purified mouse IAP, CDP-Star luminescence, 30 min. 0.2% of 330,000 active. inhibition, % at 10 µM. AID 2806;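 active = inhibition of at least 40% at 10 µM in the primary screen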;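 also: plate controls were DMSO with enzyme for no effect and no enzyme wells for full effect; values of inactives mirror those of a sister screen read the other way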
PfGluPho inh: PfG6PD (Plasmodium falciparum) enzyme inhibition. PfGluPho enzyme, NADPH resazurin-diaphorase fluorescence. inhibition, % at 20 µM. 0.78% of 350,000 active. AID 504690;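 active = inhibition reaching at least a set limit at 20 µM in the primary screen, cut at about 59% in these data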;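 also: 0% = DMSO wells with substrate and 100% = DMSO wells lacking glucose-6-phosphate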
hIAP inh: human IAP inhibition | purified IAP, CDP-Star luminescence, 30 min | inhibition, % at 10 µM | 0.12% of 330,000 active | P09923;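 active = inhibition reaching a set limit with compound at 10 µM in the primary screen, cut at about 35% in these data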;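 also: plate controls were DMSO wells with enzyme for no effect and no-enzyme buffer wells for full effect; values of inactives mirror those of a sister screen read the other way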
Target sequence (P09923 whole entry, looked up): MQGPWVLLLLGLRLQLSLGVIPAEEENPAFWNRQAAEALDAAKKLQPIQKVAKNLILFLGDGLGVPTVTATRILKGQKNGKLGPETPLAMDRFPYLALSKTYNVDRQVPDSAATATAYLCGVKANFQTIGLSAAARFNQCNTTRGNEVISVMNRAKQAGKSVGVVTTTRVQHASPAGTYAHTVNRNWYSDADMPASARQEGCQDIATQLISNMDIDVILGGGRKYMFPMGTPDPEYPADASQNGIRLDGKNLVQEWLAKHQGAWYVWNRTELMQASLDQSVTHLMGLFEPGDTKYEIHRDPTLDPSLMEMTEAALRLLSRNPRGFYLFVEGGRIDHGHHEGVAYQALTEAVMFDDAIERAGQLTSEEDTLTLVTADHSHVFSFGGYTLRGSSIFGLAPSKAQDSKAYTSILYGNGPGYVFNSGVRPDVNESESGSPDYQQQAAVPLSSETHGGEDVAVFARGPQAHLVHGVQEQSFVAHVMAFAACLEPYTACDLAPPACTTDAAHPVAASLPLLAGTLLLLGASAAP
HKDC1 inh: HKDC1 (human) hexokinase inhibition; Q2TB90; recombinant HKDC1, G6PDH/diaphorase resazurin coupled fluorescence; inhibition, % at 20 µM; 0.16% of 340,000 active; AID 493160;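 active = inhibition above about 35% when tested at 20 µM, limit read from the data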;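 also: plate controls were DMSO wells with enzyme for no effect and DMSO wells lacking enzyme for full effect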
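Test system: HK5 enzyme. Quantity: 5 µg/mL HK5 final. Reagent: glucose and ATP substrates. Schedule: 90 min reaction incubation at room temperature, dark. Technique: resazurin-to-resorufin fluorescence via G6PDH and diaphorase coupling, 525/613 nm. Control set: DMSO wells with and without enzyme mix.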
hIAP activ: human IAP activation. P09923. purified human IAP, CDP-Star luminescence, 30 min; active compounds read high; 1 = vehicle-only enzyme, 0 = enzyme-free background. activation factor at 10 µM. 0.16% of 330,000 active. AID 2524;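 active = activation factor of the enzyme at least 2-fold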; also: the source names both 10 and 20 µM as test concentration; values of inactives mirror those of a sister screen read the other way
APOBEC3A inh: blocks human APOBEC3A ssDNA deamination; P31941; recombinant A3A, FAM/TAMRA ssDNA deamination fluorescence; inhibition, % at 20 µM; 0.41% of 330,000 active; AID 493011;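 active = at least 40% inhibition at 20 µM here, with at most 30% in a related deaminase screen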;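 also: plate controls were A3A with DMSO for no effect and wells lacking A3A enzyme for full effect; some results filed as inactive read as strong as hits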
An asterisk follows results filed as active.

HKDC1 inh | ATG4B inh | hIAP activ | APOBEC3A inh | mIAP act | PfGluPho inh | mIAP block | hIAP inh | SMILES
-5 | -5 | 0.99 | -6 | 1.1 | 11 | -12 | 1 | Cc1[nH]c2ccccc2c1C(=O)COC(=O)c1c(-c2c(F)cccc2Cl)noc1C
-2 | -7 | 1 | 2 | 1 | -42 | -5 | -4 | CC(C)(C)OC(=O)C[C@@H]1C/C=C\C[C@H](CC(=O)N(CCO)Cc2ccccc2)C(=O)N2CCC[C@@H]2COC1=O
-2 | -10 | 0.91 | -1 | 0.9 | 8 | 10 | 9 | Cc1onc(-c2c(F)cccc2Cl)c1C(=O)NCc1ccc2c(c1)OCO2
-14 | -4 | 0.96 | 4 | 0.98 | -8 | 2 | 4 | CC(C)OC(=O)C1CC(C)(O)C(=O)C(C(=O)OC(C)C)C1c1ccc([N+](=O)[O-])cc1 (stereo not given)
-5 | 5 | 0.95 | -3 | 0.94 | -6 | 6 | 5 | CCOC(=O)Cc1csc(SCC(=O)NC2CCCC2)n1
-8 | 0 | 1.1 | -4 | 1 | 17 | -2 | -12 | O=[N+]([O-])c1ccc(-c2csc(NN=C3CCCC3)n2)cc1
-5 | 5 | 0.84 | -1 | 1 | -13 | -5 | 16 | Cc1ccccc1S(=O)(=O)N1CC(C(=O)O)=CC[C@H]1c1ccc(Cl)cc1
-7 | -2 | 0.89 | -4 | 0.95 | 3 | 5 | 11 | CCOc1ccc(NC(=O)C/C(C)=N/NC(=O)Cc2ccc(Cl)cc2)cc1
0 | -8 | 1.1 | -1 | 1 | -8 | -3 | -6 | CC1(C)CC(=O)C2=C(C1)NC(=O)CC2c1cc2c(cc1Br)OCO2 (stereo not given)
-3 | 6 | 1 | 0 | 1.1 | 6 | -15 | -5 | O=C(NCc1nc2ccccc2[nH]1)C1=C[C@H](C2CC2)C[C@H](OCc2ccc(CO)cc2)O1
0 | -6 | 0.95 | -3 | 0.94 | -2 | 6 | 5 | Cc1ccc(NC(=O)COC(=O)c2cccc(C)c2[N+](=O)[O-])cc1S(=O)(=O)N1CCCCC1
11 | -2 | 0.96 | -5 | 0.93 | -2 | 7 | 4 | COC(=O)CSc1nnc(CNC(=O)c2ccc(S(=O)(=O)N(C)C)cc2)n1C
-9 | 2 | 1.1 | -2 | 1 | -23 | -5 | -7 | O=C(O)C1Cc2c([nH]c3ccccc23)C(c2ccc3c(c2)OCO3)N1 (stereo not given)
-9 | 0 | 0.88 | -3 | 0.9 | 12 | 10 | 12 | Cn1c(SCC(=O)N/N=C/c2ccncc2)nc2ccccc21
0 | 4 | 0.96 | 6 | 0.99 | -3 | 0 | 4 | CCn1cc(C2=NC(C)CO2)c2ccccc21 (stereo not given)
13 | 1 | 1.2 | -2 | 1 | -9 | -1 | -16 | Cc1cc(NC(=O)c2cccs2)n(-c2ccccc2)n1
2 | -5 | 1.1 | -5 | 1.1 | -1 | -6 | -14 | COc1cccc(CNC(=O)C2(C)Oc3ccccc3NC2=O)c1 (stereo not given)
9 | -7 | 1.1 | 1 | 1 | 5 | -3 | -7 | N#Cc1cc([N+](=O)[O-])cnc1N(CCO)CCO
-4 | -9 | 1 | -3 | 1.1 | 9 | -5 | 0 | O=P(COCCOCCOCCOCP(=O)(c1ccccc1)c1ccccc1)(c1ccccc1)c1ccccc1
-4 | 5 | 0.77 | 1 | 0.97 | -15 | 3 | 23 | COc1cccc2c1Oc1ncccc1N(C(=O)CCC(=O)NCc1ccc(F)cc1)C2
7 | 6 | 1 | 6 | 1 | 6 | -1 | 0 | Cc1c(C(=O)N2CCCC2)oc2ccc(Br)cc12
-7 | -3 | 1 | 0 | 0.97 | -4 | 3 | -4 | CN(C(=O)c1cccc([N+](=O)[O-])c1)c1ccccc1C(=O)NCc1ccccc1
-4 | -9 | 0.93 | 1 | 0.85 | -6 | 15 | 7 | CCCn1c(N)c(C(=O)COC(=O)c2cccc(S(=O)(=O)N3CCOCC3)c2)c(=O)[nH]c1=O
0 | -4 | 0.88 | 4 | 0.97 | 2 | 3 | 12 | COc1ccc(NC(=O)CN(C)C(=O)Cc2c(C)nc3ccccc3c2C)cc1
-6 | 5 | 0.97 | -11 | 1 | -14 | -5 | 3 | CN(CC1CCCO1)S(=O)(=O)c1ccc(C(=O)Nc2nccs2)cc1 (stereo not given)
-7 | 5 | 1.1 | 0 | 0.77 | 60* | 23 | -7 | N#Cc1c(/N=C/C=C/c2ccccc2)sc2c1CCCC2
0 | 4 | 1.2 | 16 | 0.95 | 5 | 4 | -17 | COC(=O)c1ccc(CNC(=O)COC(=O)c2cc(Cl)nc(Cl)c2)cc1
-1 | -3 | 1 | -3 | 0.94 | 48 | 6 | -2 | S=c1[nH]nc(-c2cc(-c3ccco3)[nH]n2)n1-c1ccccc1
4 | -3 | 0.94 | -3 | 1 | 12 | -2 | 6 | Cc1nnc(NCc2ccccc2)c2ccccc12
6 | -4 | 0.9 | 25 | 0.91 | -1 | 9 | 10 | COc1ccccc1N1CCN(C(=O)CSc2nc3ccccc3[nH]2)CC1
-1 | -7 | 0.99 | -3 | 0.96 | -3 | 4 | 1 | COc1ccc(CC(NC(C)=O)C(=O)NC2CCN(C(=O)c3ccc(Cl)cc3)CC2)cc1 (stereo not given)
-1 | 0 | 0.87 | -1 | 1.1 | 10 | -9 | 13 | CC1c2ccsc2CCN1S(=O)(=O)c1ccccc1 (stereo not given)
2 | 9 | 0.92 | -1 | 0.92 | 5 | 8 | 8 | Fc1ccc(CN2CC[C@H]3C=CCc4cccc(c43)C2)cc1
8 | -4 | 0.91 | 77* | 0.99 | -13 | 1 | 9 | O=Cc1cn(-c2ccccc2)nc1-c1cc2c(ccc3ccccc32)oc1=O
1 | 4 | 0.93 | 2 | 1 | 4 | -3 | 7 | Cc1ccc(NCc2nnc(SCC(=O)Nc3cc(C)on3)n2C)cc1
2 | -10 | 0.97 | 7 | 1.1 | 9 | -9 | 2 | COc1ccc(Nc2oc(COc3ccc(OC)cc3)nc2C#N)cc1
0 | 0 | 0.73 | 2 | 0.97 | 20 | 3 | 26 | CC(=O)Nc1ccc(S(=O)(=O)NNC(=O)c2cccc(Cl)c2)cc1
-4 | -31 | 1.1 | -2 | 1 | 6 | -4 | -7 | COc1ccc(C(=O)NCc2ccco2)cc1S(=O)(=O)NC1CC1
-8 | -10 | 0.99 | -1 | 0.98 | -7 | 2 | 1 | COc1ccc(OC)c(-c2nc(C)sc2CC(=O)O)c1
-5 | 6 | 0.91 | -2 | 0.9 | 4 | 10 | 9 | Cc1c(C(=O)OCCOc2ccc(Br)cc2)sc(=S)n1C
1 | 2 | 0.85 | -4 | 1.1 | 0 | -7 | 15 | OC(c1ccccc1)(c1ccccc1)C1CCN(C(=S)NC2CCCC2)CC1
-1 | 3 | 1 | 5 | 1 | -9 | 0 | -2 | O=C(CN1C(=O)CCSc2ccccc21)Nc1ccc2c(c1)OCCO2
-4 | 6 | 1.1 | 0 | 1.2 | -6 | -16 | -10 | O=C(Cn1cnc2ccccc2c1=O)Nc1ccc(N2CCOCC2)cc1
-6 | -6 | 0.89 | 0 | 0.9 | -4 | 10 | 11 | Cc1ccc(C(=O)CC2(O)C(=O)N(Cc3ccccc3Cl)c3ccccc32)o1 (stereo not given)
-4 | -7 | 1 | 0 | 1 | -9 | -1 | 0 | CCOC(=O)C1CCN(c2c(N(C)Cc3ccco3)c(=O)c2=O)CC1
4 | 6 | 0.97 | 3 | 0.91 | 3 | 9 | 3 | CCS(=O)(=O)N1N=C(c2cccs2)CC1c1cc2cc(C)ccc2nc1Cl (stereo not given)
-1 | 4 | 0.84 | 2 | 0.94 | -7 | 6 | 16 | C=CCn1c(NCCO)nc2c1c(=O)n(C)c(=O)n2C
-2 | -6 | 1.1 | -4 | 0.91 | -20 | 9 | -14 | COc1cc(C(=O)OCC(=O)N(C)Cc2ccccc2)cc(OC)c1OC
2 | -4 | 0.96 | -5 | 0.96 | -10 | 4 | 4 | COc1cccc(NC(=O)c2nc3ncccn3n2)c1
-4 | 1 | 0.81 | 1 | 1 | -8 | -4 | 19 | CN1CCN(c2ccc(CNS(=O)(=O)c3ccsc3)cc2)CC1
-4 | -1 | 1.2 | 0 | 1 | 4 | 0 | -16 | CCOc1ccc(OCc2ccc(C(=O)N(C)c3ccccc3)o2)cc1
-4 | 5 | 1 | -3 | 0.91 | -12 | 9 | -2 | COc1ccc(C(=O)NCCNC(=O)c2cnccn2)cc1
-2 | 8 | 0.92 | 5 | 1.1 | -11 | -7 | 8 | CC(Oc1ccccc1)c1nnc(N)s1 (stereo not given)
1 | -24 | 0.87 | -2 | 1.1 | 11 | -5 | 13 | O=C(Cn1nc(C(=O)O)c2ccccc2c1=O)Nc1cccc(Br)c1
-2 | 21 | 0.95 | 4 | 1.1 | 22 | -7 | 5 | COc1ccc(Cl)cc1NC(=S)N1CCC(c2ccc(C)cc2)C1 (stereo not given)
10 | 0 | 1.2 | 1 | 1.1 | 29 | -8 | -16 | COc1ccc(C(=O)Nc2ccc(OCC(F)(F)C(F)F)c(C(F)(F)F)c2)cc1OC
-3 | 7 | 0.93 | -1 | 0.99 | 0 | 1 | 7 | FC(F)(F)c1cnc(Sc2nc3nccc(-c4ccc(Cl)cc4)n3n2)c(Cl)c1
-1 | 13 | 1.1 | -3 | 0.9 | 5 | 10 | -12 | O=C(Cn1nnc2c(cnn2-c2ccc(F)cc2)c1=O)OC1CCCCC1
1 | 5 | 1.1 | 1 | 1.2 | -12 | -16 | -5 | CC(C)C(=O)Nc1ccc([N+](=O)[O-])cc1Br
-8 | 1 | 0.78 | -3 | 1 | 16 | -3 | 22 | Cc1ccccc1CS(=O)(=O)Cc1ccc(C(=O)NC2CCCC2)o1
-8 | -3 | 1.1 | -19 | 0.91 | 2 | 9 | -14 | CC(C)n1ncc2c(C(=O)Nc3ccc(S(N)(=O)=O)cc3)cc(C3CC3)nc21
-4 | 0 | 1.1 | -5 | 0.91 | 5 | 9 | -10 | Cc1ccc(C(=O)Nc2ccccc2C(=O)N2CCN(c3ccccc3)CC2)cc1

Single values from above:
APOBEC3A inh result of `C=CCn1c(NCCO)nc2c1c(=O)n(C)c(=O)n2C` : 2
mIAP block result of `COc1ccc(C(=O)NCCNC(=O)c2cnccn2)cc1` : 9
mIAP block result of `CCOc1ccc(OCc2ccc(C(=O)N(C)c3ccccc3)o2)cc1` : 0
hIAP inh result of `CN1CCN(c2ccc(CNS(=O)(=O)c3ccsc3)cc2)CC1` : 19
HKDC1 inh result of `COc1cc(C(=O)OCC(=O)N(C)Cc2ccccc2)cc(OC)c1OC` : -2
hIAP activ result of `Cc1ccccc1CS(=O)(=O)Cc1ccc(C(=O)NC2CCCC2)o1` : 0.78

Single records (already shown).
O=P(COCCOCCOCCOCP(=O)(c1ccccc1)c1ccccc1)(c1ccccc1)c1ccccc1 is listed with HKDC1 inh = -4; ATG4B inh = -9; hIAP activ = 1; APOBEC3A inh = -3; mIAP act = 1.1; PfGluPho inh = 9; mIAP block = -5; hIAP inh = 0
COc1cc(C(=O)OCC(=O)N(C)Cc2ccccc2)cc(OC)c1OC is listed with HKDC1 inh = -2; ATG4B inh = -6; hIAP activ = 1.1; APOBEC3A inh = -4; mIAP act = 0.91; PfGluPho inh = -20; mIAP block = 9; hIAP inh = -14
